Screening results: PubChem BioAssay, several laboratories
Lipid droplet – inhibitors of hepatocyte lipid droplet formation, primary screen, imaging, high-throughput imaging, BODIPY stain. AML12 mouse hepatocytes, oleate lipid droplets. inhibition, % at 6.5 µM. 0.4% of 240,000 active. AID 1656, 2009;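 active means lipid droplet intensity inhibited by at least 50%, with more than 500 cells counted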
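Test system: AML12 mouse liver cells; schedule: overnight exposure; technique: high-content imaging of BODIPY-stained droplets and DAPI nuclei; read-out: % inhibition of corrected integrated BODIPY droplet signal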
Siah-1 displacement – Siah-1 peptide-binding antagonists, primary screen, biochemical, fluorescence polarization, rhodamine-plectin, uHTS (AID 1817); displacement, % at 20 µM, or IC50 in µM where a hit was titrated; Siah-1 / rhodamine-plectin peptide fluorescence polarization; higher % means a stronger effect; 0.02% of 290,000 active; E3 ubiquitin-protein ligase SIAH1 (Homo sapiens);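 active means displacement of at least 50% at 20 µM, with a fluorescence ratio check between 0.3 and a set limit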;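 further: plate controls were Siah plus tracer with DMSO for no effect and tracer alone without Siah for full effect; strong numbers were not always called active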
UTI89 phage lysis – inhibition of K1F phage lysis, E. coli UTI89, bacterial capsule biogenesis inhibitors, alamar blue (AID 488966). E. coli UTI89 K1F phage lysis, alamar blue, 2 h; higher % means a stronger effect. inhibition, % at 100 µM; hits with a dose series show IC50 in µM. 0.02% of 340,000 active;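 active means phage lysis inhibition, versus mean bacterial control, above a set limit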;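 further: capsule biogenesis inhibitors block K1F phage lysis so surviving cells raise fluorescence; higher fluorescence means more inhibition of phage lysis; actives were called in the ten point dose series up to 300 µM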
Lipid droplet cells 6.5 µM – second read-out of Lipid droplet, no call of its own (marks repeat the call); cell count; measured here: cell count, cytotoxicity flag;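 cells counted across two imaged fields per well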
An asterisk follows results filed as active; [ ] = dose if it differs, or a comment. This is a subset; the hit share may differ from the screen's.

SMILES	Lipid droplet	Lipid droplet cells 6.5 µM	Siah-1 displacement	UTI89 phage lysis
C/C(=N\NC(=O)C(O)c1ccccc1)c1cccnc1 (stereo not given)	-2	788	-1%	0.1%
N#CC1(P(=O)(c2ccccc2)c2ccccc2)CCCC1	-24	560	-4%	1.0%
COC(=O)c1cccc(Nc2c3c(nc4ccccc24)CCC3)c1	13	855	4%	0.2%
O=S(=O)(c1ccc(Br)cc1)N1CCN(c2ccccc2)CC1	3	819	7%	0.0%
COc1cc(C(=O)N2CCSCC2)ccc1OC1CCN(C(C)=O)CC1	0	706	1%	0.8%
CCc1ccc(OCC(=O)NNC(=S)NC(=O)C2CCCCC2)c(Br)c1	3	693	-8%	0.0%
Cc1cc(C)c(NC(=O)c2ccc3c(c2)C(=O)N(Cc2cccnc2)C3=O)c(C)c1	-14	720	-4%	1.6%[50 µM]
COc1ccc(NC(=O)CSc2nc3sc(C)cc3c(=O)n2C)c(OC)c1	-31	838	5%	0.1%
COc1ccc(/C=C2\C(=N)N3N=C(CC(=O)N4CCCCC4)SC3=NC2=O)cc1	-7	780	5%	0.0%
O=C(C1CC(=O)N(C2CCCCC2)C1)N1CCN(c2cccc(C(F)(F)F)c2)CC1 (stereo not given)	0	844	7%	-0.1%
CCC1Sc2ccc(S(=O)(=O)CCC(=O)Nc3ccccc3Cl)cc2NC1=O (stereo not given)	-16	737	1%	0.1%
COc1ccc(CN2CCNC(=O)C2CC(=O)NC2CCCCC2)c(OC)c1 (stereo not given)	24	795	-2%	1.2%[50 µM]
CCc1nc(CN(C)C(=O)C2CCC(=O)N(CCc3cccc(F)c3)C2)no1 (stereo not given)	1	696	2%	0.0%
COc1ccccc1CCN=C(N)NS(=O)(=O)c1ccc(C)c(C)c1	-5	816	-1%	1.2%[50 µM]
CC(C)CCn1c(=O)c2ccccc2n2c(=S)[nH]nc12	18	801	2%	0.0%
N#Cc1cccc(CSc2ncnc(N)n2)c1	2	602	-2%	0.0%
O=C(Nc1ccc(Cl)cn1)c1cccc(S(=O)(=O)N2CCCC2)c1	5	750	-3%	0.0%
Cc1ccccc1NC(=O)NC1(C(=O)NCc2ccco2)CCCCC1	-30	769	11%	0.3%
COc1cc(C)c(NC(=O)COc2ccc3c(c2)OCO3)cc1C	15	811	-3%	0.3%
COc1cccc(CN(C)C(=O)c2ccccc2Sc2ccccc2C#N)c1	-13	650	2%	-0.3%
Cc1ccc(CNCc2ccc3c(c2)OCO3)cc1	6	784	7%	0.5%
COc1ccc(CN2CCN(C(=O)Cn3nc(C(=O)O)c4ccccc4c3=O)CC2)cc1F	-8	784	-5%	0.3%
COCc1cc(C)nc(SCc2ccc([N+](=O)[O-])cc2)c1C#N	-2	806	-5%	0.3%
Cc1nn(-c2ccc(F)cc2)c(-n2cccc2)c1C(=O)N1CCN(C(=O)c2ccco2)CC1	-31	749	-10%	0.2%
CCn1c(SCC(=O)Nc2cc(C)on2)nc2c([nH]c3ccccc32)c1=O	-22	647	-8%	-0.3%
CCN(CC(=O)Nc1ccc(NC(C)=O)cc1)Cc1c(O)ccc2cc(Br)ccc12	-8	725	7%	-1.3%
COc1cccc(CNC(=O)N2CCN(c3ccccc3C)CC2)c1	-6	394	-6%	0.0%
COC(=O)c1cc(S(=O)(=O)N(C)c2ccc(C)c(C)c2)c[nH]1	-2	733	5%	0.4%
CC(C)Cc1nc(SCC(=O)N2CCCCC2)c2c(=O)n(C)c(=O)n(C)c2n1	20	739	3%	-0.3%[50 µM]
Cc1c(OC(C(=O)O)c2ccccc2)ccc2c1oc(=O)c1ccccc12 (stereo not given)	-5	800	0%	-0.4%

Fetched by compound from the entries so far, 5 records:
SMILES	Lipid droplet	Lipid droplet cells 6.5 µM	Siah-1 displacement	UTI89 phage lysis
COc1cccc(CN(C)C(=O)c2ccccc2Sc2ccccc2C#N)c1	-13	650	2%	-0.3%
CC(C)Cc1nc(SCC(=O)N2CCCCC2)c2c(=O)n(C)c(=O)n(C)c2n1	20	739	3%	-0.3%[50 µM]
Cc1ccc(CNCc2ccc3c(c2)OCO3)cc1	6	784	7%	0.5%
Cc1nn(-c2ccc(F)cc2)c(-n2cccc2)c1C(=O)N1CCN(C(=O)c2ccco2)CC1	-31	749	-10%	0.2%
CCN(CC(=O)Nc1ccc(NC(C)=O)cc1)Cc1c(O)ccc2cc(Br)ccc12	-8	725	7%	-1.3%

Going on with the list.
SMILES	Lipid droplet	Lipid droplet cells 6.5 µM	Siah-1 displacement	UTI89 phage lysis
COc1ccc(Nc2nc(C)nc3c2nnn3Cc2ccccc2Cl)c(OC)c1	-1	814	7%	-1.1%
Cc1cccc(NC(=O)CCCC(=O)OC(C)C(=O)c2ccccc2)c1 (stereo not given)	5	832	-1%	-0.1%
Cc1ccc(CCNS(=O)(=O)c2ccc3c(c2)NC(=O)CCS3)cc1	-13	630	1%	0.0%
COc1cccc(N(C(=O)c2sc(C)nc2C)C(C(=O)NCC2CCCO2)c2ccccc2)c1 (stereo not given)	-9	734	8%	0.0%
Cc1cc(C)cc(N2CC(C)Cn3c2nc2c3c(=O)[nH]c(=O)n2C)c1 (stereo not given)	11	757	-1%	0.1%
CCOC(=O)C1=C(N)Oc2ccc3ccccc3c2C1c1ccc(O)cc1 (stereo not given)	-6	850	8%	-1.9%
Cc1ccc(C)c(NC(=O)c2cc(S(=O)(=O)N3CCOCC3)cn2C)c1	-1	691	5%	3.2%
COc1ccccc1OCC(=O)Nc1ccc2c(c1)OCO2	6	730	1%	0.0%
CSc1ccc(S(=O)(=O)N2CCC(C(=O)NCC3CCCO3)CC2)cc1 (stereo not given)	8	713	8%	0.3%
CCOC(=O)C1CCN(c2ccc([N+](=O)[O-])cc2S(=O)(=O)N2CCOCC2)CC1	14	717	2%	-0.2%
O=C(CSc1nnc(-c2ccc(O)cc2)o1)Nc1ccccc1	-1	791	5%	0.1%
O=C(Nc1ccc(F)cc1)C1CCN(S(=O)(=O)c2ccc3[nH]c(=O)oc3c2)CC1	18	754	0%	0.1%
O=S(=O)(NCc1ccc(C(F)(F)F)cc1)c1ccc(-n2cnnn2)cc1	4	712	2%	1.5%
Cc1nc(-c2cc(-c3ccc(Cl)cc3)no2)cs1	-16	769	17%	0.3%
COc1cc(OC)cc(C(=O)Nc2ccc(S(=O)(=O)Nc3ccccn3)cc2)c1	2	550	2%	0.4%
COc1ccc(C(C(=O)NCC2CCCO2)N(Cc2ccco2)C(=O)c2snc(C(N)=O)c2N)cc1OC (stereo not given)	9	810	3%	0.2%
O=C(CSc1n[nH]c(-c2ccccn2)n1)Nc1ccccc1	-8	693	7%	-0.1%
O=C(NNC(=O)c1ccccc1Cl)c1cccnc1	2	810	1%	0.6%
Cc1csc(CN(C)C(=O)C2CCC(=O)N(CCN(C)C)C2)n1 (stereo not given)	13	739	0%	0.1%
CCC1Sc2ccc(S(=O)(=O)CCC(=O)NCc3ccc(C)o3)cc2NC1=O (stereo not given)	-29	726	7%	0.0%
COc1ccc(CCC(=O)NC2CCCN(Cc3ccc(Cl)cc3)C2)cc1OC (stereo not given)	-22	785	12%	-0.4%
O=C(NCCc1ccccc1)C1CCC(CNS(=O)(=O)c2ccccc2)CC1 (stereo not given)	2	720	-5%	0.0%
COc1cccc2cc(C(=O)NCc3ccc(C)cc3)c(=O)oc12	8	814	-4%	-0.1%
Cc1ccc(C(=O)N/C(=C\c2ccc(F)cc2)C(=O)NCCCn2ccnc2)cc1	11	818	0%	-0.2%
Cc1cc(NS(=O)(=O)c2ccc(NC(=O)C(C)Oc3cccc(C)c3C)cc2)nc(C)n1 (stereo not given)	-8	796	7%	0.0%
CC12CCC(=O)N1C(C(=O)Nc1nc3ccc(S(C)(=O)=O)cc3s1)CS2 (stereo not given)	0	830	0%	1.9%[50 µM]
Cc1ccc(NC(=O)C2CCCN2c2nn3c(=O)cc(C)nc3s2)cc1 (stereo not given)	3	790	0%	4.6%
C=CCN1C(=O)/C(=C/c2ccc(-c3ccc(F)cc3)o2)SC1=S	16	794	-2%	2.2%
CCn1ncc([N+](=O)[O-])c1C(=O)N1CCc2ccccc2C1	0	799	2%	0.5%
O=C(N/C(=C\c1ccc([N+](=O)[O-])cc1)C(=O)N1CCCCC1)c1ccco1	4	751	1%	0.0%
CCc1ccc(CN(C(=O)c2ccco2)C2CCS(=O)(=O)C2)cc1 (stereo not given)	-7	731	-4%	-0.1%
COc1ccc(C)cc1N(CC(=O)N1CCCCCC1)S(=O)(=O)c1ccccc1	-17	816	-1%	-0.1%
Cc1ccc(C(C(=O)NC2CCCC2)N(CCCO)C(=O)Cn2nnc(-c3ccc(C)o3)n2)cc1 (stereo not given)	16	845	11%	1.2%
CC1CCc2sc(C(=O)NC(C)C3CCCO3)cc2C1 (stereo not given)	10	662	2%	0.1%
Cc1ccc2c(c1)cc1c(=O)n(CC(=O)N3CCCC3)nc(C)n12	3	717	-2%	0.0%
CCN(Cc1ccccc1)C(=O)CCS(=O)(=O)c1ccc2c(c1)n(C)c(=O)c(=O)n2C	-12	727	-5%	3.9%
CN1C(C(=O)N2CCc3ccccc3C2)=CC(c2ccc(F)cc2)=NS1(=O)=O	-12	735	-2%	2.5%
Cc1ccccc1NS(=O)(=O)c1cc2c3c(c1)C(C)C(=O)N3CCC2 (stereo not given)	12	694	-2%	0.7%
O=C(NC1CCCCC1)c1ccc([N+](=O)[O-])o1	3	900	-2%	-0.2%
O=C(Nc1cccc(C(F)(F)F)c1)c1cc[n+]([O-])cc1	8	729	2%	0.6%
COc1ccc(CNC(=S)Nc2cccc(F)c2)cc1	1	824	-2%	0.1%
N#Cc1ccc(COC(=O)c2ccc3c(c2)OCO3)cc1	-4	740	6%	1.3%[50 µM]
C/C(CC(=O)NC1CCCCC1)=N\NC(=O)c1ccccc1C	-1	802	9%	0.0%
CCOc1ccc(S(=O)(=O)N2CCC(C(=O)NC3CC3)CC2)cc1Cl	2	738	2%	0.4%
CC(C)CC(=O)C1CCCN(C(=O)c2ccc3oc(Cc4ccccc4)nc3c2)C1 (stereo not given)	-19	821	11%	-0.1%

Individual results from the results shown.
C/C(CC(=O)NC1CCCCC1)=N\NC(=O)c1ccccc1C @ Lipid droplet cells 6.5 µM: 802
O=C(Nc1cccc(C(F)(F)F)c1)c1cc[n+]([O-])cc1 @ Lipid droplet: 8

Continuation.
SMILES	Lipid droplet	Lipid droplet cells 6.5 µM	Siah-1 displacement	UTI89 phage lysis
C/C(=N/NC(=O)c1cccc(Br)c1)C1CC2CCC1C2 (stereo not given)	43	675	-1%	1.1%[50 µM]
COc1ccc(NC(=O)CSc2cn[nH]n2)c(OC)c1	5	777	2%	0.6%
O=C(Nc1cccc(OCC(=O)N2CCOCC2)c1)c1cccc(Cl)c1	-2	810	18%	1.5%[50 µM]
CCCCNS(=O)(=O)c1cc2c3c(c1)CCN3C(=O)CC2	4	756	0%	0.5%
CCOC(=O)/C=C1\CN(C(C)c2ccccc2)S(=O)(=O)c2ccccc21 (stereo not given)	-12	807	-2%	1.3%
CC(Nc1ncnc2sccc12)c1ccccc1 (stereo not given)	-42	741	0%	-0.9%
O=C(Nc1ccc(F)cc1)Nc1nnc(Cc2ccccc2F)s1	-2	846	-1%	-0.3%
CC1Sc2ccc(S(=O)(=O)N3CCC(C(=O)Nc4ccc(Cl)cc4)CC3)cc2NC1=O (stereo not given)	-5	721	-2%	0.4%
CC(C)c1ccc(/C=N/NC(=O)CCNC(=O)c2ccccc2)cc1	5	719	-6%	0.1%
C/C(=N\Nc1nc(C(C)(C)C)cs1)c1ccc(O)cc1	-23	803	2%	-0.5%
COc1ccccc1NC(=O)CS(=O)(=O)c1cn(CC(=O)N(C(C)C)C(C)C)c2ccccc12	-46	646	0%	0.6%[50 µM]
COc1cccc(-c2nc(CS(=O)(=O)CC(=O)NCCc3ccc(C)cc3)c(C)o2)c1	-14	778	-5%	-0.1%

Results in UTI89 phage lysis, for some of the entries so far:
| Structure | UTI89 phage lysis |
| --- | --- |
| CCOC(=O)/C=C1\CN(C(C)c2ccccc2)S(=O)(=O)c2ccccc21 (stereo not given) | 1.3% |
| CC(Nc1ncnc2sccc12)c1ccccc1 (stereo not given) | -0.9% |
| O=C(Nc1ccc(F)cc1)Nc1nnc(Cc2ccccc2F)s1 | -0.3% |
| CC1Sc2ccc(S(=O)(=O)N3CCC(C(=O)Nc4ccc(Cl)cc4)CC3)cc2NC1=O (stereo not given) | 0.4% |
